Gli-Sufu antag = Gli-Sufu pathway antagonism | Sufu-KO-LIGHT fibroblasts, Gli luciferase reporter luminescence | inhibition, % at 5 µM | actives 0.74% (n = 340,000);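 active = inhibition above about 55%, limit read from the data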;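 also: 0% = DMSO-treated cells and 100% = wells with medium but no cells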
UBC13 polyUb = blocks human UBC13 polyubiquitin chain formation; P61088; TR-FRET; inhibition, % at 20 µM; actives 0.47% (n = 330,000); AID 485273; in the data active = inhibition above about 45%, passing the limit was not always enough
ATG4B inhibitor = blocks human ATG4B protease cleavage of LC3 substrate; ATG4B cleavage of LC3-PLA2, NBD-HPC fluorescence, 1 h; inhibition, % at 8.33 µM; actives 0.51% (n = 340,000); AID 504462; in the data active = inhibition above about 40%
APJ antagonist = APJ receptor antagonism; actives 0.32% (n = 330,000); inhibition, % at 20 µM; CHO-K1 APJ beta-arrestin complementation, luminescence; P35414; AID 2521;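 active = inhibition above about 40% at 20 µM, limit read from the data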;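 also: cells challenged with 10 nM apelin-13 agonist together with compound; plate controls were apelin-13 plus DMSO wells for no effect and DMSO wells lacking apelin-13 for full effect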
CXCR6 inh = blocks human CXCR6 beta-arrestin recruitment. CHO-K1 PathHunter CXCR6 beta-arrestin, luminescence. inhibition, % at 20 µM. actives 0.36% (n = 360,000); in the data active = inhibition above about 34%, passing the limit was not always enough;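 also: antagonist mode with CXCL16 agonist at 10 nM final; 0% = 10 nM CXCL16 with DMSO and 100% = unstimulated wells without agonist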
Target sequence (O00574 whole entry, looked up): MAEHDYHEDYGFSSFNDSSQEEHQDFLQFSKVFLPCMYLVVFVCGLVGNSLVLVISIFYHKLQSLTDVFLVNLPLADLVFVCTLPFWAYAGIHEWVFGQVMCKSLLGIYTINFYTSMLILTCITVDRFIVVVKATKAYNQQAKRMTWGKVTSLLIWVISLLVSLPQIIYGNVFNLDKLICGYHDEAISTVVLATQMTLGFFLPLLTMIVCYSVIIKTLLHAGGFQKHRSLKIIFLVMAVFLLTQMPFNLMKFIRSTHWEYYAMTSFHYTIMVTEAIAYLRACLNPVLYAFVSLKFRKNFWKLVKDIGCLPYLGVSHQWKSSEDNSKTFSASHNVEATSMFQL
CCR6 antagonist = antagonists of human CCR6 receptor | inhibition, % at 20 µM | P51684 | AID 493098 | CHO-K1 CCR6 PathHunter beta-arrestin, luminescence, CCL20-stimulated | actives 0.49% (n = 340,000);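 active = compounds whose inhibition of the agonist-driven luminescence signal at 20 µM reaches about 50%, limit read from the data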;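 also: cells stimulated with CCL20 at 14 nM final; plate controls were DMSO with CCL20 for no effect and DMSO without agonist for full effect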
Target sequence (P51684 whole entry, looked up): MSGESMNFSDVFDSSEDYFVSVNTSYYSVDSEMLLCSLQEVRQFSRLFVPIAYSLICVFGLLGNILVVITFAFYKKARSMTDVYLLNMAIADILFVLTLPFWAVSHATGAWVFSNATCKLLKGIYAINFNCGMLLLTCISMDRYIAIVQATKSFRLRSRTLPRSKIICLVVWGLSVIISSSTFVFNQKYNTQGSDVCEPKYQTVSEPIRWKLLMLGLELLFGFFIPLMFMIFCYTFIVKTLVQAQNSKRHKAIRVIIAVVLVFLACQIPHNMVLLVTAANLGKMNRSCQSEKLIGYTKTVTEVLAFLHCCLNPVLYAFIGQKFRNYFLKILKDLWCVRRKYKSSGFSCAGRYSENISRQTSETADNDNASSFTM
EBI2 antag = antagonists of human EBI2 receptor; EBI2 beta-arrestin recruitment, luminescence, 7a,25-OHC stimulated; inhibition, % at 5 µM; actives 0.81% (n = 360,000); in the data active = inhibition above about 38%;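 also: enzyme fragment complementation signal reports receptor beta-arrestin coupling in cells; 0% = agonist plus DMSO wells and 100% = wells without agonist; some results beyond the cut were filed as inactive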
Target sequence (P32249 whole entry, looked up, the tested form may be a part): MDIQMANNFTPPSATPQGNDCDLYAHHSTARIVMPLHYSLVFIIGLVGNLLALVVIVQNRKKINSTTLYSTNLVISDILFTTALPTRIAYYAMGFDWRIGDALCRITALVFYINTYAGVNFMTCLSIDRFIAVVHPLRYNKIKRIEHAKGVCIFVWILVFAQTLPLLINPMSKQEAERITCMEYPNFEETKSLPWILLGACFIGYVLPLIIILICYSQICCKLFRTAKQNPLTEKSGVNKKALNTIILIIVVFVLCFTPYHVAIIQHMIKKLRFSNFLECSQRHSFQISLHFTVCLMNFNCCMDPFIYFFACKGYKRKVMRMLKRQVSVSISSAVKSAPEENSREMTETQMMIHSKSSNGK
APJ ag = activates the human apelin receptor APJ; P35414; CHO-K1 APJ PathHunter beta-arrestin, luminescence; 0% DMSO wells, 100% apelin; activation, % at 20 µM; actives 0.11% (n = 330,000); AID 2520;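 active = activation more than six SD over the plate average, tested at 20 µM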;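 also: 0% = DMSO alone and 100% = apelin-13 at 10 nM; some results filed as inactive read as strong as hits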
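Assay system: engineered CHO-K1 APJ arrestin reporter cells; Amount: 1000 CHO-K1 reporter cells seeded per well; Dosing: one dose, 20 µM compound, 1% DMSO; Times: compound stimulation 90 min at 25 °C, detection 60 min; Measured by: luminescent beta-gal fragment complementation, chemiluminescent substrate; Read-out: APJ–arrestin association signal; Controls: DMSO vs Apelin-13 10 nM.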
The depositor's hits bear a star; . = no result given; & = joins results of further samples.

SMILES | Gli-Sufu antag | UBC13 polyUb | ATG4B inhibitor | APJ antagonist | CXCR6 inh | CCR6 antagonist | EBI2 antag | APJ ag
Cc1ccc(S(=O)(=O)Cc2ccc(C(=O)NCCc3ccccc3)o2)cc1 | 9 | 6 | 2 | -3 | 0 | -3 | 7 | -4
CC1(C)Nc2ccccc2C(=O)N1c1ccc(Br)cc1 | -98 | 17 | -14 | 9 | -2 | 9 | -9 | -3
Cc1nnc(Sc2nc3c(c(=O)n(C)c(=O)n3C)n2Cc2ccc(Cl)cc2)s1 | 4 | -11 | -7 | -2 | 2 | 1 | 0 | 1
COC(=O)Cc1csc(N)n1 | -5&-1 | 3&-9 | -4&-4 | 3&-3 | -13&-7 | 2&5 | 0&-16 | 7&-1
COc1cc(/C=N/NC(=O)CNS(=O)(=O)c2ccc(C)cc2)cc(OC)c1OC | 0 | 6 | -10 | -5 | 0 | 2 | 2 | -2
O=C(Nc1ccc(Cl)cc1)c1ccc2ncsc2c1 | -72 | 11 | 4 | 4 | -14 | 8 | 16 | 0
COC(=O)CN(c1ccccc1F)S(=O)(=O)c1ccc(C)cc1 | 2 | 2 | -7 | -3 | -2 | 4 | -8 | -2
O=c1[nH]c(C2CCN(S(=O)(=O)c3ccc(C(F)(F)F)cc3)CC2)nc2c1nnn2Cc1cccc(F)c1 | 56* | -4 | -3 | 3 | 0 | -2 | -5 | -1
Clc1ccc(-c2nnc(N3CCOCC3)o2)cc1 | -19 | 1 | -8 | 19 | -1 | 4 | -7 | -5
COC(=O)c1cc(C(=O)NNC(=O)c2ccc3c(c2)OCO3)cc([N+](=O)[O-])c1 | -6 | 1 | 2 | 3 | 4 | 19 | 1 | -2
CCOc1ccc(CC(C(N)=O)C(N)=O)cc1CN(C)C | -2 | 6 | 0 | 12 | -4 | 0 | -1 | -3
C=CCn1c(COc2ccccc2)nnc1SCc1ccc(C#N)cc1 | 1 | 0 | 1 | 12 | 2 | 8 | 10 | -10
COC(=O)Cn1c(=O)c(C(=O)CCl)c(N)n(Cc2ccccc2)c1=O | 5 | -5 | -5 | 2 | 5 | -11 | -3 | 0
O=C(CC(C(=O)O)P(=O)(c1ccccc1)c1ccccc1)c1ccc(Br)cc1 (configuration not stated) | -6 | 4 | -5 | 19 | 0 | 5 | 0 | -1
Cc1cc(Cl)ccc1C1=CC(=O)C[C@H](c2ccc(F)cc2)C1 | -13 | -4 | 8 | -5 | 3 | 19 | 21 | -3

A second format for two compounds above.
O=c1[nH]c(C2CCN(S(=O)(=O)c3ccc(C(F)(F)F)cc3)CC2)nc2c1nnn2Cc1cccc(F)c1
  Gli-Sufu antag: 56* | UBC13 polyUb: -4 | ATG4B inhibitor: -3 | APJ antagonist: 3 | CXCR6 inh: 0 | CCR6 antagonist: -2 | EBI2 antag: -5 | APJ ag: -1

Clc1ccc(-c2nnc(N3CCOCC3)o2)cc1
  Gli-Sufu antag: -19 | UBC13 polyUb: 1 | ATG4B inhibitor: -8 | APJ antagonist: 19 | CXCR6 inh: -1 | CCR6 antagonist: 4 | EBI2 antag: -7 | APJ ag: -5

Going on with the list:
SMILES | Gli-Sufu antag | UBC13 polyUb | ATG4B inhibitor | APJ antagonist | CXCR6 inh | CCR6 antagonist | EBI2 antag | APJ ag
Cc1c(-c2ccccc2)nc2ccccc2c1C(=O)Oc1ccc([N+](=O)[O-])cc1 | 3 | -12 | 6 | -18 | 8 | 15 | -28 | 0
COc1ccc(N(CC(=O)NC(C)(C)C)C(=O)c2ccco2)cc1 | 1 | 3 | -6 | 8 | 8 | 8 | 1 | 0
COc1cccc(C2/C(=C(/O)c3ccc(F)cc3)C(=O)C(=O)N2CCN(C)C)c1 (configuration not stated) | -1 | 6 | -10 | -7 | -9 | -6 | -2 | -2
CC(=O)Nc1ccc(S(=O)(=O)Oc2ccc(/C=N/NC(=O)c3ccc(Cl)cc3)cc2)cc1 | 10 | -13 | -11 | -11 | -3 | 13 | 31 | 9
C/C(=N\NC(=O)c1nnn(-c2nonc2N)c1-c1cccs1)c1ccc(O)cc1 | -9 | -6 | -7 | 8 | -1 | -5 | 3 | 5
O=C(Nc1nc2ccccc2n1CCN1CCOCC1)c1ccc(Cn2cc([N+](=O)[O-])cn2)o1 | 16 | -7 | 6 | -34 | 2 | -3 | -3 | 0
O=C(CSc1nnc(NC(=O)c2ccco2)s1)Nc1ccccc1Cl | -6 | -3 | -3 | 8 | 0 | 5 | -3 | -2
COc1ccc(C(CC(=O)c2ccccc2)CC(=O)c2ccccc2)cc1 | -7 | -7 | 0 | 4 | 6 | 18 | 1 | -9
COc1ccccc1N1CCN(C(=O)c2ccc3c(c2)CCN3S(=O)(=O)c2ccccc2)CC1 | 26 | -3 | 2 | 0 | 10 | 8 | 7 | 5
COc1ccc(N2CCN(C(=S)Nc3ccc(F)cc3)CC2)cc1 | 8 | 0 | 1 | 6 | -13 | 1 | -1 | -1
O=C(c1ccc(COc2ccccc2Cl)o1)N1CCCC1 | 1 | -2 | 3 | -5 | 1 | -8 | -15 | 2
COc1cccc(Nc2ccc([N+](=O)[O-])c3nonc23)c1 | 6 | -285 | 4 | 41* | 18 | 47 | -8 | -6
C=CCOc1ccccc1/C=N/NC(=O)Cc1ccc(C)cc1 | 0 | -3 | 1 | 9 | -2 | 12 | -8 | 0
CNc1c(N=Cc2cccnc2)c(=O)n(C)c(=O)n1C | 8 | -15 | 21 | 16 | -1 | -7 | -11 | -5
C=CCOc1ccc2c(c1)C(=NO)c1cc(OCC=C)ccc1-2 | 9 | 3 | 15 | -8 | 2 | 20 | -5 | -2
Cc1ccc2c(c1)C(O)(CC(=O)/C=C/C=C/c1ccccc1)C(=O)N2 (configuration not stated) | -7 | -19 | 29 | -9 | 3 | 1 | 4 | 0
CCS(=O)(=O)NCC(c1ccco1)N1CCN(c2ccccc2F)CC1 (configuration not stated) | 11 | 4 | -5 | 8 | -4 | 4 | -4 | 0
O=S(=O)(NCC1CC1)c1cccc(S(=O)(=O)N2CCCC2)c1 | 44 | -1 | 5 | 1 | 3 | -3 | -10 | -4
CS(=O)(=O)c1ccc(Cl)c(NC(=O)Cc2c(F)cccc2Cl)c1 | -10 | 1 | -3 | 4 | 6 | 3 | -14 | -1
COc1ccc(CCNC(=O)CSc2nn3c(=O)c(C)nnc3s2)cc1OC | -8 | 7 | 4 | -20 | -1 | -13 | -6 | 0
CN(c1ccccc1)S(=O)(=O)c1cccc(NC(=O)c2ccc(=O)[nH]n2)c1 | 4 | -6 | 1 | 15 | -2 | 3 | -1 | -1
C(=N\N(Cc1ccccc1)c1ccccc1)/c1ccco1 | 1 | -8 | 5 | 7 | -6 | 19 | 2 | -5
O=C(/C=C/c1ccc([N+](=O)[O-])cc1)/C=C/c1ccco1 | . | 3 | . | -11 | 22 | . | 0 | 0
CCN1C(=O)C2C(c3ccc(O)c(OC)c3)NC(C)(C(=O)OC)C2C1=O (configuration not stated) | -2 | 10 | -6 | 3 | -8 | -2 | -21 | 0
OCCN(Cc1ccccc1)Cc1ccccc1O | 5 | 3 | 4 | 8 | -4 | 7 | -11 | -2
CN(CC(=O)Nc1ccccc1C(F)(F)F)C(=O)c1ccc(-c2ccc(Cl)cc2)o1 | 6 | -6 | 7 | 12 | 2 | 7 | 6 | -1
O=C(O)c1ccc(-n2c(-c3ccc(Br)cc3)n[nH]c2=S)cc1 | -19 | -1 | -10 | -10 | 8 | 14 | 3 | -1
COc1ccccc1C1CC(c2ccccc2)=NN1C(=S)Nc1ccccc1 (configuration not stated) | -1 | 15 | -15 | 6 | 2 | 19 | 11 | 3
CN(C)S(=O)(=O)c1cccc(NC(=O)COC(=O)C2CCN(C(=O)c3ccc(F)cc3)CC2)c1 | -5 | -10 | -15 | 0 | 5 | 1 | 1 | -4
CCN(CC)CC(=O)Nn1c(C)nc2c(ncn2-c2ccccc2)c1=O | -1 | 2 | -3 | -9 | -7 | -4 | -11 | -1
CCOC(=O)C1=C(C)NC(C)=C(C(=O)OCC)C1C(=O)OCC(=O)NCc1ccco1 | -23 | 9 | 5 | 7 | 0 | 4 | 7 | -2
O=C1CCC(C(=O)N2CCCO2)CN1Cc1cccc(C(F)(F)F)c1 (configuration not stated) | 13 | -9 | -4 | 5 | -2 | 10 | -1 | -2
COc1ccc(S(=O)(=O)N(C)CC(=O)NCC2CCCO2)cc1OC (configuration not stated) | 2 | 0 | 5 | 26 | -4 | -8 | 0 | 1
Cn1c(=O)[nH]c(=O)c2c1nc(SCC(O)CCl)n2Cc1ccccc1 (configuration not stated) | 10 | 0 | -3 | 28 | 22 | 26 | 0 | -2
CSc1ccccc1OCc1cc(C(=O)NCCCc2ccccc2)no1 | -4 | 0 | -2 | -7 | 0 | 17 | 17 | -3
COc1ccc2cc(C(c3nnnn3CCc3ccccc3)N3CCC(O)CC3)c(=O)[nH]c2c1 (configuration not stated) | 4 | -4 | 2 | 2 | -16 | -7 | -21 | 7
CC(C)(C)[C@@H]1C=C(C(N)=O)O[C@H](OCCCCO)C1 | -3 | -2 | 2 | 15 | 1 | 9 | -11 | -1
COc1cccc(Nc2nc(-c3ccc(O)cc3)cs2)c1 | -34 | 10 | -4 | -46 | -7 | -2 | 38 | -3
COc1nc(OC)nc(Oc2ccc([N+](=O)[O-])cc2Cl)n1 | -8 | 10 | 5 | 5 | -6 | -6 | -3 | -2
CC(n1cnnn1)C12CC3CC(CC(C3)C1)C2 (configuration not stated) | 5 | -14 | -5 | 12 | -4 | -9 | -5 | 1
Cc1ccc(NC(=O)C(=O)NCc2ccc(/C=C(/C#N)C(=O)NCc3cccnc3)o2)cc1 | 0 | 1 | 0 | -6 | -11 | -2 | 2 | -2
Cc1cc(N/N=C/c2ccc(O)cc2)c2cccc(C)c2n1 | 22 | 2 | -9 | -2 | -8 | 21 | 13 | 11
Cc1ccc(C(=O)N2CCc3ccccc32)cc1NC(=O)c1ccco1 | -1 | 8 | 8 | 24 | 18 | 27 | 8 | -7
CC(=O)N1CCCc2ccccc21 | 3 | 2 | -12 | 19 | -6 | 3 | -2 | -3
Cc1ccc(S(=O)(=O)/N=C(\c2ccc(Cl)cc2)N2CCOCC2)cc1 | 0 | -6 | -1 | -2 | 6 | 7 | -1 | -7
CC(OC(=O)CCc1nc2ccccc2c(=O)[nH]1)C(=O)Nc1ncc(Cl)cc1Cl (configuration not stated) | 1 | 0 | 4 | 5 | 0 | 8 | -4 | -2
O=C(OCC(=O)N1CCCC1=O)c1ccc(O)cc1O | -5 | -7 | 6 | 13 | -17 | -5 | 2 | 0
O=c1c2ccccc2c(-c2ccccc2)nn1-c1cc(Cl)cc(Cl)c1 | 5 | -6 | 5 | 26 | 5 | 21 | 29 | -5
CCC(C(=O)O)n1cnc2scc(-c3ccc(C)c(C)c3)c2c1=O (configuration not stated) | -22 | 9 | 3 | 20 | 3 | 11 | 6 | -4
c1ccc(Nc2ccccc2)cc1 | -4 | 4 | 5 | 4 | -6 | 2 | 4 | 4
COc1cc(OC)c2c(c1)C(=O)c1cc(OC)cc(OC)c1C2=O | -123 | -20 | 3 | 14 | -8 | -7 | -9 | -2
CCOc1ccc(CN2CCN(CC3CC3)CC2CCO)cc1 (configuration not stated) | 7 | 3 | 2 | 17 | -5 | 0 | -4 | -1
COc1ccc(S(=O)(=O)Cc2ccc(C(=O)NCCCN(C)c3ccccc3)o2)cc1 | -1 | -2 | -8 | 11 | -2 | 5 | 11 | -4
COc1ccc(CCN2C(=NC(=O)C(C)C)SC3CS(=O)(=O)CC32)cc1 (configuration not stated) | 5 | 6 | -9 | 13 | 4 | -7 | -4 | 0
Cc1occc1C(=O)NCc1cccc(CNC(=O)c2ccoc2C)c1 | -3 | 2 | 10 | -9 | 3 | 8 | -9 | -5
C=C(CCO)C1=CCN(S(=O)(=O)C(C)(C)C)[C@H]1CCO | -9 | . | 1 | . | -4 | 4 | -5 | .

From PubChem BioAssay
